GLD-1 RNA inh = GLD-1-TGE RNA interaction inhibition (C. elegans) | Q17339 | purified GLD-1 + fluorescein TGE RNA, fluorescence polarization | inhibition, % at 5.96 µM | hit rate 0.44% among 320,000 | AID 2280;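 active means percent inhibition above a per-plate cutoff, the plate mean of test compounds plus 3 SD, cut at about 30% in these data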;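 further: 0% = DMSO wells with GLD-1 and probe and 100% = wells lacking GLD-1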
Target sequence (Q17339 whole entry, looked up): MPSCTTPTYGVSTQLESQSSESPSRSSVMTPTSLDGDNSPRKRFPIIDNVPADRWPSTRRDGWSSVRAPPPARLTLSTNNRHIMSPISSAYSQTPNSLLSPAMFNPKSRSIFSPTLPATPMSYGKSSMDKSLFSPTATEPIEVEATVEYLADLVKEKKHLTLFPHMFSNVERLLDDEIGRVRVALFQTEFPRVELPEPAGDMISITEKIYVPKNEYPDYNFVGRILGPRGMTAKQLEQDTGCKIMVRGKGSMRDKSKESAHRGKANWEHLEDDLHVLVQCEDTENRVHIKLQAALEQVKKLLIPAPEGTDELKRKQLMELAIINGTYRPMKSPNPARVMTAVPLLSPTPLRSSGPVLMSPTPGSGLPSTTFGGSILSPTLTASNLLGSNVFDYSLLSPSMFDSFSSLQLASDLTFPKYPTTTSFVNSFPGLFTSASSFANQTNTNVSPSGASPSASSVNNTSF
CR mimetic SO = yeast age-related superoxide inhibition as caloric restriction mimetic. S. cerevisiae aged cells, superoxide DHE fluorescence; stronger effect = lower value. hit rate 0.18% among 330,000. superoxide response (% of plate mean), % at 10 µM;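 active means superoxide response under a set limit, about three screen SD below normal, cut at about 65% in these data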;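 further: yeast aged for seven days with compound at 30 °C before DHE staining; 100% = average MFI of all compound-treated wells on the plate with controls excluded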
MEX-5 binding = C. elegans MEX-5 TCR-2 RNA binding activity; AID 1832; Q9XUB2; MEX-5/FITC-TCR2 RNA binding, fluorescence polarization; stronger effect = lower value; activity score (negative = inhibition of binding), % at 10 µM; hit rate 0.38% among 300,000;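 active means inhibition past about -25% in most replicates, and total fluorescence under double the plate's negative control median, limit read from the data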;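 further: 0% = DMSO and -100% = 5 µM competing unlabeled TCR2 RNA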
Fam108B inh = Fam108B inhibition, counter-screen for RBBP9 inhibitors; recombinant Fam108B, FP-Rh probe fluorescence polarization; inhibition, % at 9.51 µM; hit rate 0.33% among 300,000;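 active means inhibition above the screen mean inhibition plus 3 SD, computed separately per campaign, cut at about 18% in these data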;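 further: inhibitors lower polarization as less probe binds the enzyme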
EBNA-1 inh = blocks EBNA-1 binding to DNA | EBNA-1 DNA binding, fluorescence polarization | inhibition, % at 14.8 µM | hit rate 0.34% among 300,000 | AID 1950; in the data active means inhibition above about 28%
MCL1 BIM primary = MCL1-BIM-BH3 interaction inhibition (human); hit rate 0.68% among 320,000; inhibition, % at 10.9 µM; GST-MCL1 / FITC-Bim-BH3 fluorescence polarization;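 active means inhibition above the mean inhibition of all tested compounds plus 3 SD, set per campaign, cut at about 40% in these data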;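 further: 0% = DMSO wells and 100% = unlabeled Bim-BH3 peptide control; higher means more loss of mP so more displacement of Bim peptide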
Efflux pump inh = blocks antifungal efflux pumps in multiplex yeast assay; hit rate 0.44% among 330,000; S. cerevisiae Candida pump triplex, Nile Red efflux; inhibition, % at 10 µM;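 active means plate passing quality check with inhibition over a set limit, or well fluorescence over plate mean plus 4 SD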;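 further: Nile Red retained in pooled yeast measured as flow cytometry median fluorescence; 0% = buffer negative control and 100% = Enniatin B positive control; higher means more Nile Red kept so more efflux inhibition; some compounds called inactive have numbers as strong as hits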
ZTA counter = ZTA (EBV) inhibition in EBNA-1 counter-screen. P03206. ZTA-DNA binding, fluorescence polarization. inhibition, % at 11 µM. hit rate 0.15% among 320,000; in the data active means inhibition above about 33%
Target sequence (P03206 whole entry, looked up): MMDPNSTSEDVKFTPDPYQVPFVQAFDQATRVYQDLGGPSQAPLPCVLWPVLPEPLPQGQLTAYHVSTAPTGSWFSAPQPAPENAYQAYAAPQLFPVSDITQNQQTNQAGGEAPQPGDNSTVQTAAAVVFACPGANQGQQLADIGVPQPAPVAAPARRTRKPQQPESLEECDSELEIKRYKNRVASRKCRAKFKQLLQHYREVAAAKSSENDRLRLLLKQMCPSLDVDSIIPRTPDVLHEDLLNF
BCLXL inh = inhibitors of human Bcl-xL | Q07817 | GST-Bcl-xL / FITC-Bim BH3 peptide fluorescence polarization | inhibition, % at 10.9 µM | hit rate 0.7% among 320,000 | AID 2129;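 active means inhibition above the mean of all tested compounds plus 3 SD, cutoff set per campaign, cut at about 30% in these data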;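 further: 0% = DMSO wells and 100% = unlabeled Bim-BH3 peptide competitor; inhibitors lower millipolarization by displacing the labeled peptide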
Target sequence (Q07817 whole entry, looked up): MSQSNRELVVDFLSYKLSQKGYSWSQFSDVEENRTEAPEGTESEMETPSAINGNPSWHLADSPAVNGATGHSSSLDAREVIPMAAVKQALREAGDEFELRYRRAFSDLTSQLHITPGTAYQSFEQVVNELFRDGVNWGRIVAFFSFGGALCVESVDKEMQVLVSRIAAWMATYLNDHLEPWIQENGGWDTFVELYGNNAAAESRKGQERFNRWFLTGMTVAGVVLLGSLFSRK
* = called active by the depositor; · = not tested or not shown; & = joins results of further samples.

SMILES	GLD-1 RNA inh	CR mimetic SO	MEX-5 binding	Fam108B inh	EBNA-1 inh	MCL1 BIM primary	Efflux pump inh	ZTA counter	BCLXL inh
Oc1ccc2ccccc2c1N=Nc1ccc(F)cc1	3	102	0.8	-22	-3	5	0.0	5	7
CC(=O)NC(CC(=O)OCC(=O)c1c(N)n(C)c(=O)n(C)c1=O)c1ccccc1 (configuration not stated)	-7	104	-0.8	-2	-15	-12	0.2	-9	-3
O=C(O)c1ccc(COc2ccccc2/C=C2\NC(=O)N(Cc3ccc(F)cc3)C2=O)cc1	2	93	0.3	-5	0	3	0.1	13	4
CCC1CCCCN1S(=O)(=O)c1ccc(C(=O)Nc2nnc(-c3ccccc3Cl)o2)cc1 (configuration not stated)	-8	95	1.4	-4	-4	5	0.0	-5	9
CC(=O)OCC(=O)[C@@]1(O)CC[C@H]2[C@@H]3CCC4=CC(=O)CC[C@]4(C)[C@H]3[C@@H](O)C[C@@]21C	4&1	94&116	-3.9	3&1	2&2	6&-2	0.0&0.2	6&-9	5&8
COc1cc(C(=O)Nc2nnc(C3CC3)s2)ccc1OCc1c(C)noc1C	-4	92	0.4	0	0	-7	0.1	-3	4
Cc1ccc(S(=O)(=O)N2CCC(C(=O)N3CCC3)CC2)cc1	-1	100	-0.2	1	1	2	0.0	3	0
CCC(=O)N1N=C(c2ccc(C)o2)CC1c1ccc(OC)cc1 (configuration not stated)	4	95	-0.5	-1	-12	1	-0.2	-3	8
COc1ccc(N=NC2C(=O)N(c3ccccc3)N=C2C)cc1 (configuration not stated)	7	92	0.8	0	-3	-4	0.5	-8	0
COC(=O)c1ccc(NC(=O)C2CC(=O)OC2c2ccccc2)cc1 (configuration not stated)	8	91	0.1	-1	-8	0	0.4	-2	-2
COc1ccc(/C(N)=N/OC(=O)c2ccc(Br)o2)cc1	0	100	-4.0	2	-17	1	0.2	14	-1
CSc1nc(Cc2ccccc2)cc(=O)[nH]1	3	104	-1.5	7	7	-11	0.1	3	0
CCS(=O)(=O)c1ccc(OC)c(N=Nc2ccc(O)c3ncccc23)c1	3	109	0.3	7	6	-4	0.0	-9	-4
O=C1OCCC1Sc1ncnc2sc3c(c12)CCC3 (configuration not stated)	-11	102	1.6	1	-1	4	0.1	-6	2
CNCCOc1nc(N2CCOCC2)nc(C)c1[N+](=O)[O-]	3	147	-0.4	-2	-4	8	0.1	-5	1
CC(C)N1CC(COc2ccccc2Cl)OC1=O (configuration not stated)	4	92	·	-1	-2	8	-0.1	2	4
CC(C)(C)c1ccc(NC(=O)c2ccc3c(c2)S(=O)(=O)c2ccccc2C3=O)cc1	-1	93	1.0	3	0	1	-0.1	5	7
CC(C)CC(=O)NC(=S)Nc1ccc(S(=O)(=O)NC(C)(C)C)cc1	-10	98	3.3	-3	11	5	0.0	7	2
COc1ccc(C2CC(=O)Oc3cc(O)cc(O)c32)cc1 (configuration not stated)	0	113	3.5	6	-12	-1	0.1	4	0
CCn1ccc(C(=O)Nc2ccsc2C(=O)OC)n1	-7	89	-0.4	-2	-1	-3	0.3	6	0
COc1ccc(NC(=O)COC(=O)C2CC(=O)N(Cc3ccc(C)cc3)C2)cc1 (configuration not stated)	2	104	0.3	-1	20	4	0.1	1	2
O=C(NC1CCCC1)C(c1ccncc1)N(C(=O)c1ccco1)c1ccccc1 (configuration not stated)	-2	121	-1.5	5	-2	-3	0.6*	-15	3
CC(C)n1c(O)c(N=NC(=O)Cn2ccc(C(F)(F)F)n2)c2ccccc21	5	103	1.8	-2	3	1	-0.1	4	5
c1cncc(CNc2ccc3c(c2)OCO3)c1	5	110	-9.7	3	1	14	-0.1	13	17
CCN1CC2=C(OC(N)=C(C#N)C2c2cccs2)/C(=C\c2cccs2)C1 (configuration not stated)	-11	104	1.8	-2	-18	-13	0.2	-7	-3
O=C(N1CCOCC1)N(Cc1ccccc1)c1ccccn1	-6	104	-0.2	-5	-7	2	0.3	17	0
Cc1ccc(C(=O)CSc2nccn2-c2ccccc2)cc1	1	97	-0.3	-7	-2	3	-0.1	3	-6
COc1ccc(C2C(C#N)=C(N)OC3=C2C(=O)CC(C)C3)c(OC)c1OC (configuration not stated)	3	99	-0.8	-2	-9	-17	0.1	-5	-2
CCn1cc(C(=O)N2CCCC(C(=O)c3ccc4ccccc4c3)C2)cn1 (configuration not stated)	-1	98	-0.8	2	2	-3	0.0	23	-3
CN(CC(=O)Nc1ccc(F)cc1)S(=O)(=O)c1ccc2c(c1)c(=O)n(C)c(=O)n2C	-6	77	-2.0	-2	12	7	-0.1	3	7
Cc1sc2ncn(CC(=O)NCCCC(=O)N3CCN(Cc4ccc5c(c4)OCO5)CC3)c(=O)c2c1C	-1	99	0.6	-5	-8	-3	0.5	8	0
Cc1cc(=O)oc2cc(O[C@@H]3O[C@H](CO)[C@@H](O)[C@H](O)[C@H]3O)ccc12	1	99	-2.6	-4	-10	2	0.1	0	4

Compound profiles (already shown). Values in the order: GLD-1 RNA inh, CR mimetic SO, MEX-5 binding, Fam108B inh, EBNA-1 inh, MCL1 BIM primary, Efflux pump inh, ZTA counter, BCLXL inh
`O=C1OCCC1Sc1ncnc2sc3c(c12)CCC3` (configuration not stated) is entered as -11, 102, 1.6, 1, -1, 4, 0.1, -6, 2
`Cc1sc2ncn(CC(=O)NCCCC(=O)N3CCN(Cc4ccc5c(c4)OCO5)CC3)c(=O)c2c1C` is entered as -1, 99, 0.6, -5, -8, -3, 0.5, 8, 0

(list continues)
SMILES	GLD-1 RNA inh	CR mimetic SO	MEX-5 binding	Fam108B inh	EBNA-1 inh	MCL1 BIM primary	Efflux pump inh	ZTA counter	BCLXL inh
COc1ccc(-c2c(-c3cc(OC)cc(OC)c3)n(C)c3ccc(-c4cccc5[nH]ccc45)cc23)cc1	-7	102	·	·	·	-2	1.2	6	-3
Oc1[nH]c2ccc(Br)cc2c1N=NC(=S)N1CCOCC1	2	103	-4.7	2	0	2	0.1	12	-7
COc1ccc(-c2cc(C)nc(SCc3cccc(C(=O)O)c3)n2)cc1	4	97	1.1	0	1	5	0.0	0	7
c1coc(CSCc2cn3cccnc3n2)c1	6	87	-3.5	1	1	-2	-0.2	4	1
CC1(C)CC(=O)C2=C(C1)N(c1ccccc1)C(N)=C(C#N)C2c1ccsc1 (configuration not stated)	2	100	-1.5	2	4	5	0.2	15	4
CCOC(=O)C1(CC2CC2)CCN(Cc2cnc(-c3ccc(OC)cc3)nc2)CC1	-2	97	3.0	-1	9	6	0.2	0	4
COc1ccc(Cl)cc1C(=O)Nc1ccc2c(c1)OCO2	3	92	1.9	1	-14	-1	0.5	-3	3
COc1cccc(CNC(=O)CCN2C(=O)[C@@H]3Cc4ccccc4CN3C2=O)c1	4	93	0.2	0	4	1	-0.1	-12	0
c1cncc(-c2nc(NCC3CCCO3)c3ccccc3n2)c1 (configuration not stated)	-2	98	-1.4	2	-19	-9	0.0	4	3
COc1ccc(C2C(C(=O)NCc3ccccn3)c3ccccc3C(=O)N2C)cc1OC (configuration not stated)	9	94	-1.8	-6	-10	3	0.0	-15	6
O=C(OCCN1CCCCC1)C1(c2ccccc2)CCCC1	3	97	1.5	-5	-3	8	-0.1	-9	3
COc1ccc(S(=O)(=O)NCc2cccnc2)cc1C(=O)NC1CCCCC1	2	97	-0.5	-3	9	1	-0.3	3	1
CCc1noc(C)c1C(=O)Oc1ccc(N(C)S(=O)(=O)c2ccccc2)cc1	5	122	2.7	-2	-8	-3	0.2	-4	2
CCCCOc1ccc(C(=O)NCC(=O)NCC(c2ccc(OC)cc2)N2CCCC2)cc1 (configuration not stated)	0	100	-2.3	-1	3	0	-0.1	9	-3
COc1cc(C)c(Br)cc1S(=O)(=O)NCCCN1CCOCC1	-1	112	-1.9	4	-11	1	0.1	-17	0
Cc1ccccc1NC(=S)NC1CCCC1	5	103	2.4	-4	8	7	-0.1	-1	9

Molecules from the list above containing four or more nitrogen atoms, in the order listed:
SMILES	GLD-1 RNA inh	CR mimetic SO	MEX-5 binding	Fam108B inh	EBNA-1 inh	MCL1 BIM primary	Efflux pump inh	ZTA counter	BCLXL inh
CC(=O)NC(CC(=O)OCC(=O)c1c(N)n(C)c(=O)n(C)c1=O)c1ccccc1 (configuration not stated)	-7	104	-0.8	-2	-15	-12	0.2	-9	-3
CCC1CCCCN1S(=O)(=O)c1ccc(C(=O)Nc2nnc(-c3ccccc3Cl)o2)cc1 (configuration not stated)	-8	95	1.4	-4	-4	5	0.0	-5	9
COc1cc(C(=O)Nc2nnc(C3CC3)s2)ccc1OCc1c(C)noc1C	-4	92	0.4	0	0	-7	0.1	-3	4
COc1ccc(N=NC2C(=O)N(c3ccccc3)N=C2C)cc1 (configuration not stated)	7	92	0.8	0	-3	-4	0.5	-8	0
CNCCOc1nc(N2CCOCC2)nc(C)c1[N+](=O)[O-]	3	147	-0.4	-2	-4	8	0.1	-5	1
CC(C)n1c(O)c(N=NC(=O)Cn2ccc(C(F)(F)F)n2)c2ccccc21	5	103	1.8	-2	3	1	-0.1	4	5
CN(CC(=O)Nc1ccc(F)cc1)S(=O)(=O)c1ccc2c(c1)c(=O)n(C)c(=O)n2C	-6	77	-2.0	-2	12	7	-0.1	3	7
Cc1sc2ncn(CC(=O)NCCCC(=O)N3CCN(Cc4ccc5c(c4)OCO5)CC3)c(=O)c2c1C	-1	99	0.6	-5	-8	-3	0.5	8	0
Oc1[nH]c2ccc(Br)cc2c1N=NC(=S)N1CCOCC1	2	103	-4.7	2	0	2	0.1	12	-7
c1cncc(-c2nc(NCC3CCCO3)c3ccccc3n2)c1 (configuration not stated)	-2	98	-1.4	2	-19	-9	0.0	4	3
